Shiga toxin inh = Shiga toxin inhibition; Vero cells, Shiga toxin protein synthesis inhibition reporter; inhibition, % at 38.7 µM; 9.2% of 290,000 active; in the data active = inhibition mostly above about 28%, no sharp cut-off; inactive = mostly below about 43%; also: 0% is about no effect
Pf growth 96h = P. falciparum growth inhibition at 96 hour, primary screen for plastid delayed-death inhibitors; P. falciparum luciferase reporter growth, 96 h; Potency, µM (highest dose often 28.7 µM), for the others: at the top dose activity change, negative = inhibition, actives largely listed as inhibitors; 6.9% of 320,000 active; AID 504834; also: potency is read from the fitted curve at half-maximal effect; % is scaled to controls: 0 for no effect and ±100 for the full control effect
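96 h incubation, 37 C, 5% CO2, of luciferase-reporter P. falciparum-infected RBCs (2% hematocrit, 0.05% parasitemia final) with test compounds; endpoint luminescence.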
Pf growth 48h = P. falciparum growth inhibition at 48 hours (one generation); P. falciparum luciferase growth in erythrocytes, 48 h; Potency, µM (top dose mostly 28.7 µM), for inactives: at the highest dose activity change, negative = inhibition, usual class: inhibitors; 5.9% of 310,000 active; also: potency is read from the fitted curve at half-maximal effect; % is scaled to controls: 0 for no effect and ±100 for the full control effect
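Firefly luciferase activity from engineered P. falciparum reports growth; inhibitors lower the luminescent signal. Cultures contained 2% hematocrit erythrocytes at 0.1% final parasitemia.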
CHX counter = counter-screen hit for Shiga toxin inhibitors, cycloheximide. cell reporter, cycloheximide protein synthesis inhibition counterscreen. max response, %. 12% of 300,000 active. AID 2314; in the data active = max response mostly above about 13%, no sharp cut-off; inactive = mostly below about 14%; also: read at 38.3 µM for the half of the compounds with a filed dose; 0% is about no effect
TbPYK inhibitor = T. brucei pyruvate kinase inhibition; Q57TT1; 0.12% of 410,000 active; TbPYK enzyme, Kinase-Glo Plus ATP luminescence, 45 min; Potency, µM (doses to about 76.8 µM), for inactives: at the top dose activity, negative = inhibition, most hits filed as inhibitors; also: potency is read from the fitted curve at half-maximal effect; % is scaled to controls: 0 for no effect and ±100 for the full control effect; nearly all actives have a fitted effect of over 50% in size
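Assay buffer: 50 mM TEA pH 7.2, 100 mM KCl, 10 mM MgCl2, 0.05% BSA, 0.01% Tween-20. Pyruvate kinase from T. brucei plus substrate met compound, then ADP (130 uM final). Luminescence was read post 45 min RT.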
LmPK inh = inhibitors of Leishmania mexicana pyruvate kinase; purified LmPK, Kinase-Glo ATP luminescence, 1 h; Potency, µM (titrated, usually from 57.5 µM), without a hit: at the highest dose activity change, negative = inhibition, hits mostly inhibitors; 0.37% of 290,000 active; AID 1721; also: potency is read from the fitted curve at half-maximal effect; % is scaled to controls: 0 for no effect and ±100 for the full control effect
Target sequence (Q27686 whole entry, looked up): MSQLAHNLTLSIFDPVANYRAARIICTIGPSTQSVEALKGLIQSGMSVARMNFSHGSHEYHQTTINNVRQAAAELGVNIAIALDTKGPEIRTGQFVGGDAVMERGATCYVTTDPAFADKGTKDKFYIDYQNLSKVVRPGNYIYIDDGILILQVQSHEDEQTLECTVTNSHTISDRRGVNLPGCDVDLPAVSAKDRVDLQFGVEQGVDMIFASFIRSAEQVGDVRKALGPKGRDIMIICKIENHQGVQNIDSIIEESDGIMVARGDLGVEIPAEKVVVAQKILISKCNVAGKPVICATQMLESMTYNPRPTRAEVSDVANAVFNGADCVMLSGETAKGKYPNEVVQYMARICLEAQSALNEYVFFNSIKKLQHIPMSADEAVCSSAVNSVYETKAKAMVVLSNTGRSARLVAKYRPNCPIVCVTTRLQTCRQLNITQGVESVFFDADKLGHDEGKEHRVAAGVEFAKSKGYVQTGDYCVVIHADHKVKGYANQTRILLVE
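Screened at intermediate enzyme activity to detect both inhibitors and activators: LmPK at 0.1 nM, with a 0.5 nM enzyme column as activation reference. PEP 0.5 mM, ADP 0.1 mM; ATP detected by luminescence after 1 h.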
AmpC no deterg = blocks E. coli AmpC beta-lactamase in detergent-free assay; P00811; AmpC nitrocefin hydrolysis, absorbance 480 nm, 0.0001% Triton; Potency, µM (top dose mostly 57.1 µM), without a hit: at the top dose activity change, negative = inhibition, usual class: inhibitors; 0.52% of 330,000 active;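 also: potency is read from the fitted curve at half-maximal effect; plate controls were no compound for no effect and no enzyme for full effect; nearly all actives have a fitted effect of over 20% in size; some results filed as inactive show a strong effect at the top dose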
Target sequence (P00811 whole entry, looked up): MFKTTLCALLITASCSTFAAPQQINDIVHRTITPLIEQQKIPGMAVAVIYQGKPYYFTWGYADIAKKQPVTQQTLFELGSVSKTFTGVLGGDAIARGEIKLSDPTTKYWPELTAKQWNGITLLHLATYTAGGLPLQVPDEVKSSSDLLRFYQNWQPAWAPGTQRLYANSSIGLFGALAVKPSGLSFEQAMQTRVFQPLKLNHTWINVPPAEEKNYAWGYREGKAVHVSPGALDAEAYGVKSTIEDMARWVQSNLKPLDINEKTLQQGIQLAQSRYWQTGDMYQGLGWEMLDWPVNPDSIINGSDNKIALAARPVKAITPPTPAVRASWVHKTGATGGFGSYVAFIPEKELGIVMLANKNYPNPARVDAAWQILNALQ
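20 mM phosphate pH 7.0 + 0.01% (detergent screen) or 0.0001% Triton X-100; 5.3 nM AmpC reagent; cpd preinc 15 min RT; nitrocefin (800 uM stock) to start; A480 q20 s × 4 min; Activity was normalised to no-enzyme and no-compound control wells.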
Starred values were filed as active, the others as inactive; u = inconclusive; x = no result given; [ ] = remark or other dose. Unless noted, calls follow the shape of the dose curve; as a rule, active = well fitted curve in the direction sought with a large enough effect; inconclusive = small, poorly fitted or top-dose-only effect, or another doubt; inactive = no such curve, though single readings can be large; an effect the other way counts as inactive or inconclusive.

structure | Shiga toxin inh | Pf growth 96h | Pf growth 48h | CHX counter | TbPYK inhibitor | LmPK inh | AmpC no deterg
CN(CC(=O)Nc1ccc(F)cc1Cl)Cc1cccs1 | 24 | 20% | 11% | 8 | -2% | -2% | 3%
CCCN(C(=O)c1cccc(S(=O)(=O)N2CCCc3ccccc32)c1)C1CCS(=O)(=O)C1 (stereo not drawn) | x | u | -29% | x | 4% | x | 182%[activator]
COc1ccccc1Nc1nc(N)nc(CSC(=S)N2CCCCC2)n1 | 59* | 25% | -2% | 31* | -4% | 3% | -27%
Cc1ccc(NC(=O)CSc2n[nH]c(-c3ccncc3)n2)cc1 | -7 | -8% | 2% | -2 | 8% | 0% | -22%
CCCn1c(=O)[nH]c(=O)c2c1nc(-c1ccc(C#N)cc1)n2CCOC | 4 | -1% | 15% | -2 | 4% | 5% | -4%
COc1cc(NC(=O)c2ccccc2F)ccc1NC(=O)c1cc2ccccc2o1 | -5 | 23% | 19% | -1 | -3% | 0% | -14%
O=C(/C=C/c1ccccc1)Nc1scc(-c2ccccc2)c1C(=O)O | 59* | u | 24% | 30* | 4% | -11% | -37%
COCCCNC(=O)CCn1c(=O)c2ccccc2n(CC(=O)Nc2c(C)cccc2C)c1=O | -2 | 9.3µM* | 8% | -2 | -3% | -16% | 2%
COc1ccc2c(=O)c3c(=O)n(-c4ccccc4)c(-c4ccc(C)cc4)nc3oc2c1 | -13 | -73% | 109%[activator] | -1 | -3% | 4% | -31%
Cc1ccnc(NC(=O)C2(c3cccs3)CCOCC2)c1 | -13 | 42%[activator] | 12% | -2 | -2% | -3% | -8%
CCCCSc1nnc([C@@H](NC(=O)OC(C)(C)C)C(C)C)o1 | -10 | u | -31% | -2 | -2% | 8% | 19%
CCCCn1c2ccc(F)cc2c2nnc(NN)nc21 | -22 | u | 0% | -4 | 1% | 2% | -22%
CC(C(=O)NCc1ccccc1)n1cc([N+](=O)[O-])cn1 (stereo not drawn) | 6 | -27% | 12% | 8 | 5% | -2% | 2%
Cc1oc(S(=O)(=O)N2CCCC2)cc1C(=O)Nc1ccc(F)cc1 | 23 | u | 3% | -2 | 1% | 1% | -55%
Cc1ccc(-c2cc(-c3ccccc3)c3c(N)c(S(C)(=O)=O)sc3n2)cc1 | 26 | 7% | x | 8 | -2% | 3% | -39%
O=C(CSc1nn(-c2ccc(F)cc2)c(=S)s1)N1CCN(C(=O)c2ccco2)CC1 | 14 | x | -14% | -6 | -4% | 0% | 51%
CC1CCC/C(=N/NC(=O)c2ccccc2-n2cccc2)C1 (stereo not drawn) | 10 | 7% | 1% | 1 | -8% | 2% | -5%
CC/C(=N\NC(=O)Nc1ccccc1)c1c(O)n(Cc2ccccc2)c(=O)[nH]c1=O | 105* | 31%[activator] | -1% | 35* | -2% | 1% | -28%
Fc1cccc(CSc2nnc3ccc(-c4ccncc4)nn23)c1 | -2 | u | u | 2 | 7% | -3%[11.5 µM] | -1%
O=C(/C=C/c1ccc(S(=O)(=O)NCc2ccco2)cc1)NCc1ccccc1Cl | 20* | u | u | 31* | -7% | 3% | -28%
CCn1c(SCC(=O)Nc2ccc(C(C)=O)cc2)nc2c([nH]c3ccccc32)c1=O | 13 | 32%[activator] | u | -5 | 6% | -2% | -3%
Cn1ncc(Cl)c1C(=O)Nc1cccc(Cl)c1 | 7 | 50%[activator] | 33%[activator] | 10 | u | 2% | -7%
CC1CC(C)CN(S(=O)(=O)c2ccc(C(=O)NCc3ccc4c(c3)OCO4)cc2)C1 (stereo not drawn) | -14 | u | x | -3 | -1% | 5% | -39%
CC(C)NC(=O)c1cc2n(n1)C(C(F)(F)F)CC(c1ccco1)N2 (stereo not drawn) | 16 | 22% | u | 12 | 3% | 7% | 27%
CC1CCCCN1C(=O)c1ccc(COc2ccc([N+](=O)[O-])cc2)o1 (stereo not drawn) | 13 | u | -13% | 13 | -9% | 2% | 4%
Nc1c(C(=O)N2CCCC2)sc2nc3c(cc12)CCCCCC3 | 103* | 84%[activator] | 236%[activator] | 44* | 1% | 2% | -12%
O=C(c1cc2c(s1)CCCC2)N1CCN(c2ccccc2)CC1 | 151* | 38%[activator] | 17% | 24* | 0% | -1% | -33%
COc1ccc(C(=O)NC2CCSc3ccccc32)cc1F (stereo not drawn) | 7 | u | u | 13* | -3% | 2% | -55%
CCN(CC)C(=O)c1nn(-c2ccccc2)c2c1C1CCC2(C)C1(C)C (stereo not drawn) | -1 | u | u | 12 | 1% | -3% | 136%[activator]
CC(NC(=O)CCn1c(=S)[nH]c2ccsc2c1=O)c1ccccc1 (stereo not drawn) | -13 | u | 1% | 7 | u | 8% | -17%
CCOC(=O)Cc1csc(NS(=O)(=O)c2ccc(F)cc2)n1 | -18 | 2% | -8% | -4 | -3% | 16% | -20%
CCc1cc2ccccc2nc1SCC(=O)Nc1cc(C)on1 | 26 | x | 3% | -2 | -5% | 1% | -54%
Cc1ccccc1C(=O)Nc1cccc(C(=O)N/N=C/c2cc(Cl)cc([N+](=O)[O-])c2O)c1 | -4 | 21% | 60%[activator] | 0 | 3% | 0% | u
C[C@@]12C(=O)N(c3cccc(Br)c3)C(=O)N1[C@H](c1ccc(Cl)cc1)[C@@H]1C(=O)N(C3CCCCC3)C(=O)[C@@H]12 | -5 | 17µM* | u | -3 | 3% | 1% | 86%[activator]
CN(c1nc2ccccc2n2c(-c3ccco3)nnc12)S(=O)(=O)c1ccccc1 | -19 | 0% | 0% | -3 | -2% | 5% | -18%
CCN1C2=NCCCN2c2cc(C)c(C)cc21 | -5 | 83%[activator] | -6% | -4 | -1% | -3% | -15%
Cc1ccccc1NC(=O)c1ccc(N/N=C/c2ccccc2O)c([N+](=O)[O-])c1 | -9 | 3% | 0% | -3 | -11% | 2% | -3%
Cc1cc(C)c(C#N)c(Oc2ccccc2)n1 | -14 | 17% | u | -5 | -8% | 1% | -5%
Clc1ccc(CCC(Cn2ccnc2)Sc2c(Cl)cccc2Cl)cc1 (stereo not drawn) | x | 0.93µM* | 1.5µM* | x | 8% | x | 9%
Cc1cc(C)nc(/N=C(\N)N2CCCCC2)n1 | 25 | u | -8% | 6 | -2% | 0% | -13%
C=CCN(CC=C)C(=O)C1CCC(C(=O)N(CC=C)CC=C)CC1 (stereo not drawn) | 24 | 14% | 17% | 2 | 0% | 0% | 17%
Cc1cc(C)c2sc(N(CCCN(C)C)C(=O)c3ccc(S(=O)(=O)N4CCCc5ccccc54)cc3)nc2c1 | x | u | 9.3µM* | x | -3% | x | 223%[activator]
O=C1CCCc2nc(N3CCN(c4ccccc4)CC3)ncc21 | 20 | -11% | 29% | 0 | -2% | -8% | -10%
CC(SCC(=O)NC(C)C1CC2CCC1C2)C(=O)O (stereo not drawn) | -11 | 11% | 7% | 0 | -1% | 1% | -14%
Cc1ccc(C(C)(C)NC(=O)C2CCC(=O)N(CCCN3CCOCC3)C2)cc1 (stereo not drawn) | -4 | u | 17% | -3 | -4% | -8% | 11%
CCN1CCCC1CNC(=O)C(NC(=O)C1CCC(C)CC1)C(C)C (stereo not drawn) | -20 | u | u | 1 | -5% | 1% | -6%
CCCNC(=O)c1cc2nc(-c3ccccc3)cc(C(F)(F)F)n2n1 | 19 | 25% | u | -1 | 2% | -5% | -9%
C[C@]12CCC3C(CC[C@H]4CC(O)CC[C@]34C)C1CC/C2=N/O (stereo partly drawn) | -6 | u | -3%[0.00184 µM] | -5 | 6% | 1% | -26%
CC(C)CN=CC1=C(O)c2ccccc2C1=O | 72* | 272%[activator] | 220%[activator] | 37* | -9% | -28% | -6%
Cc1nc(SCC(=O)NCC2CCCO2)c2c3c(sc2n1)CCC3 (stereo not drawn) | -19 | u | -7% | -1 | 3% | 0% | 98%[activator]

Continued.
structure | Shiga toxin inh | Pf growth 96h | Pf growth 48h | CHX counter | TbPYK inhibitor | LmPK inh | AmpC no deterg
Cc1cccc(NC(=O)CSCC(=O)N2CCN(Cc3ccc4c(c3)OCO4)CC2)c1 | x | 0% | -18% | x | 1% | x | 121%[activator]
C/C(=N/NC(=O)c1ccccc1)c1ccc(NC(=O)C(F)(F)F)cc1 | 135* | 31% | 58%[activator] | 43* | 1% | 6% | -41%
CCOC(=O)N1CCN(Cc2c(F)cccc2F)CC1 | -13 | u | x | 0 | -7% | -2% | -7%
CC1(N(O)C=C2C=CC(=O)C=C2)CCCCC1=O (stereo not drawn) | 2 | u | 9% | -1 | 7% | 2% | -6%
COc1ccc(C(=O)NC(C)c2ccc(-n3ccnc3)cc2)c(OC)c1OC (stereo not drawn) | -14 | -29% | 6% | 1 | -11% | -11% | -4%
CCCCCCCCc1nnc(NC(=O)c2ccco2)s1 | 18 | x | -9% | 3 | -2% | 3% | -23%
Cc1cccc(-c2nnc(SC(C)C(=O)N3CCOCC3)o2)c1 (stereo not drawn) | -12 | u | -17% | -1 | 3% | -7% | 2%
Cc1ccc(C(C)C)c(OCc2nnc3n2CCCCC3)c1 | -13 | x | -16% | -5 | -10% | 11% | 99%[activator]
Cc1cc(Oc2ccccc2F)nc(NCc2ccccc2)n1 | 16 | 35%[activator] | -4% | -2 | 2% | 2% | -16%

Assay outcomes from PubChem.
